# S100A4 MyoIIA: S100A4-myosin IIA interaction inhibition. P26447. S100A4/TAMRA-MyoIIA peptide fluorescence polarization. inhibition, % at 10.7 µM. 360,000 compounds, 0.14% hits. AID 652163;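 active = mean inhibition of at least 70% across replicates, with every replicate also reaching that level; inconclusive = mean inhibition reaches 70% but some replicates fall short; inactive = mean inhibition below 70%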
# Target sequence (P26447 whole entry, looked up): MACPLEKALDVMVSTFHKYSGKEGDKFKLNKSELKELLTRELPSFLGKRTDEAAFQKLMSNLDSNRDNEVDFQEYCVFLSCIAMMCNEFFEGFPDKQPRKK
#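 Material: S100A4 monomer (human). Medium: Calcium-containing HEPES buffer, pH 7.2. Probe or stimulus: labelled myosin peptide probe, 5 nM. Compound dosing: one concentration per compound. Timing: polarization read 5 min after assay mix addition, stable 5–60 min. Benchmarks: DMSO as neutral control, TFP as positive control.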
# C2C12 statin: suppression of simvastatin myotoxicity. C2C12 myotubes + simvastatin, ATP luminescence, 48 h; scaled: DMSO 0, geranylgeraniol control 100. rescue of ATP level, % at 7.49 µM. 330,000 compounds, 0.78% hits;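 active = mean ATP rescue above about 67%, or every replicate alone reaching that limit, limit read from the data, passing the limit was not always enough; inconclusive = no clear call, values can overlap the other calls; inactive = mean under the limit and some replicate under it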;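 note: myotubes were challenged with 10 µM simvastatin during compound exposure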
# PglD inh: blocks C. jejuni PglD acetyltransferase activity; 360,000 compounds, 0.098% hits; AID 602405; inhibition, % at 12.5 µM; purified PglD enzyme, DTNB colorimetric CoA detection; in the data active = inhibition above about 16%, passing the limit was not always enough; inconclusive = no clear call, values can overlap the other calls; note: strong numbers were not always called active
# ERp5 block: blocks human ERp5 reductase activity on insulin | Q15084 | ERp5 insulin aggregation, absorbance 650 nm, 90 min | inhibition, % at 9.99 µM | 350,000 compounds, 0.05% hits;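 active = mean replicate inhibition above about 25%, with every replicate also reaching it, limit read from the data, passing the limit was not always enough; inconclusive = only one of those two criteria met; inactive = neither criterion met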
# DENV2 CPE rescue: inhibitors of DENV2 cytopathic effect | DENV2-infected cells, cytopathic effect rescue, plate reader | CPE inhibition, % at 9.99 µM | 350,000 compounds, 1.7% hits; in the data active = CPE inhibition above about 20%, passing the limit was not always enough; inconclusive = no clear call, values can overlap the other calls; tested in BHK-21 cells;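 note: 0% = median of neutral control wells and 100% = median of positive control wells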
# E-selectin induc: induces E-selectin expression in human endothelial cells | 260,000 compounds, 0.37% hits | HUVEC E-selectin immunofluorescence imaging; normalized: neutral wells 0, TNF-alpha wells 100 | activation, % at 7.58 µM;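 active = mean E-selectin-positive cell signal at least 10% of the positive control, reached in at least 60% of replicates, without over 20% cell loss; inconclusive = no rule given, readout overlaps actives, possibly toxicity-flagged; inactive = the rest, including those meeting only one limit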;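 note: in these data hits start at about 27%; measured in HUVEC primary endothelial cells; signal is the percent of cells scored E-selectin positive by PE staining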
# Target sequence (P16581 whole entry, looked up): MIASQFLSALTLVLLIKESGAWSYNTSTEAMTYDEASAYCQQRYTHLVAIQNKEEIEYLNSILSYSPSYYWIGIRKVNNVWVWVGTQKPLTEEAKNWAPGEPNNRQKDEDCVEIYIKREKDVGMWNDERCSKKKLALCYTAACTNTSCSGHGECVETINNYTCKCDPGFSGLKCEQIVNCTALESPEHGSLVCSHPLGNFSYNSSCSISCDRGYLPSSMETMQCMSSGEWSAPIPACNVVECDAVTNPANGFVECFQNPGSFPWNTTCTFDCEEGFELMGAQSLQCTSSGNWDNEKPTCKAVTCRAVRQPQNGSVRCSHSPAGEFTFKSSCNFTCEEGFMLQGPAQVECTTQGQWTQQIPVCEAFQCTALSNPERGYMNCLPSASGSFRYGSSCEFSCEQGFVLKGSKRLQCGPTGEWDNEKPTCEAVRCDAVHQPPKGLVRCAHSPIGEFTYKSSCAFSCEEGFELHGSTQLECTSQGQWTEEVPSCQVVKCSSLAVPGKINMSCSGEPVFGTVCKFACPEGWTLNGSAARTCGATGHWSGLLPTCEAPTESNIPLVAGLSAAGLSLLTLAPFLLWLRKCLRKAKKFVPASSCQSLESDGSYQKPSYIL
#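 System: HUVEC / Compound: single concentration / Signal: immunofluorescence imaging / Read-out: percent E-selectin-positive cells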
# SIRT5 inh: blocks human SIRT5 desuccinylation of peptide; Q9NXA8; Purified SirT5, succinyl-peptide AMC, trypsin-coupled fluorescence; inhibition, % at 15 µM; 330,000 compounds, 1.1% hits; in the data active = inhibition above about 15%; inconclusive = no clear call, values can overlap the other calls
# Target sequence (Q9NXA8 whole entry, looked up): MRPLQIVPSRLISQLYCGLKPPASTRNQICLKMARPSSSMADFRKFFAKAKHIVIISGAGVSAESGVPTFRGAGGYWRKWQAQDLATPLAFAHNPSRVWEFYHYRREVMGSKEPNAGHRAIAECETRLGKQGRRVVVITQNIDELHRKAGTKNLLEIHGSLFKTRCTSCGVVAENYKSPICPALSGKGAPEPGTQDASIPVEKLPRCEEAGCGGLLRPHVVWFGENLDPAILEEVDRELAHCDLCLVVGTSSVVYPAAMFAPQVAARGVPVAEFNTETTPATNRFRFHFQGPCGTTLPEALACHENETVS
# Starred values were filed as active, the others as inactive; ? = inconclusive; . = not tested or not shown.
SMILES,S100A4 MyoIIA,C2C12 statin,PglD inh,ERp5 block,DENV2 CPE rescue,E-selectin induc,SIRT5 inh
COc1ccc2c3c([nH]c2c1)[C@H](CO)N(C(=O)NC(C)C)CC31CCN(C(=O)c2cnccn2)CC1,1.5,.,.,2.5,-1.4,0.1,1.3
CC(C)C#Cc1ccc([C@@H]2[C@H](CO)N3C(=O)CN(C(=O)NC4CCCCC4)C[C@@H]23)cc1,-29.2,.,.,2.1,-1.4,-0.6,1.0
Cc1cccc(NC(=O)NC(=O)c2ccccc2)n1,1.1,.,.,3.9,6.6,6.7,-8.1
Cc1cc(C)c(C(=O)CC(=O)c2cccnc2)c(C)c1,-7.5,0.8,4.8,2.7,2.5,0.0,5.3
O=c1cc(N2CCN(c3ccccc3)CC2)[nH]c(=O)n1-c1ccccc1Cl,7.7,?,3.5,5.3,-1.6,.,0.7
Cc1ccc(S(=O)(=O)Nc2cccc(Oc3cnccn3)c2)cc1,-3.1,.,.,-3.6,-2.5,.,0.0
COc1ccc(S(=O)(=O)Nc2ccc3c(c2)C(=O)N([C@@H](C)CO)C[C@@H](C)[C@H](CN(C)Cc2ccc(C(=O)Nc4ccccc4N)cc2)O3)cc1,4.6,.,-0.3,2.5,-2.8,1.5,.
Cc1cc(NC(=O)Cn2cnc3c(nnn3-c3ccc(C)c(Cl)c3)c2=O)no1,-5.5,.,.,1.9,.,-3.5,-3.9
Cc1ccc(S(=O)(=O)Nc2ccccc2F)cc1C(=O)N1CCCC1,-1.8,-16.7,2.5,4.8,-2.4,1.0,-1.0
COc1ccccc1-c1c(C)nn2c(N3CCOCC3)cc(C)nc12,-2.8,8.7,-0.8,19.2,-6.6,.,-5.0
COc1ccc(S(=O)(=O)Nc2ccc3c(c2)CC(=O)N([C@@H](C)CO)C[C@H](C)[C@@H](CN(C)C)O3)cc1,-5.5,13.8,3.7,10.7,-4.0,.,-0.8
CC(=O)c1ccc2c(c1)c(C#N)c1ccccc1[n+]2[O-],-0.5,-8.9,2.3,-3.4,16.1,-0.2,0.3
CS(=O)(=O)N1CCCCN2[C@@H](CO)[C@H](c3ccc(Br)cc3)[C@@H]2C1,3.8,8.0,-2.0,0.4,-6.8,0.1,-1.1
CCNC(=O)N(C)C[C@H]1N[C@@](C)(C(=O)OC)[C@H]2C(=O)N(C)C(=O)[C@@H]12,-1.8,9.6,-1.3,-2.5,-0.5,.,-6.2
C[C@@H]1CN([C@@H](C)CO)C(=O)Cc2cc(NC(=O)CCCCCC(=O)Nc3ccccc3N)ccc2O[C@H]1CN(C)C(=O)Nc1ccc(F)cc1,-12.8,25.7,.,2.2,9.0,2.1,-5.7
CO[C@@H]1CN(C)C(=O)c2cc(NC(=O)CC(F)(F)F)ccc2OC[C@@H](C)N(CC2CC2)C[C@@H]1C,7.1,.,.,13.0,11.3,0.0,.
OC1(C#CCN2CCCC2)CCCCC1,-0.8,0.7,0.5,2.6,4.9,1.1,-2.9
CN1CCCc2nc(-c3ccccc3)ccc21,-1.7,.,.,-0.6,-4.1,0.6,.
CC(=O)Nc1ccc(NC(=O)C(C)OC(=O)CNC(=O)c2cccs2)cc1 (centres undefined),-0.1,.,.,12.5,4.9,0.6,4.2
COC(=O)[C@@]12C[C@@H](CC(=O)NCCC(C)C)C(=O)N(Cc3ccccc3)C1=CCC(C)(C)C2,1.2,.,.,0.9,-4.2,-0.1,-9.8

# 2 entries drawn at random from the list so far, as already listed:
SMILES,S100A4 MyoIIA,C2C12 statin,PglD inh,ERp5 block,DENV2 CPE rescue,E-selectin induc,SIRT5 inh
CS(=O)(=O)N1CCCCN2[C@@H](CO)[C@H](c3ccc(Br)cc3)[C@@H]2C1,3.8,8.0,-2.0,0.4,-6.8,0.1,-1.1
Cc1cc(NC(=O)Cn2cnc3c(nnn3-c3ccc(C)c(Cl)c3)c2=O)no1,-5.5,.,.,1.9,.,-3.5,-3.9

# Returning to the listing; the 2 compounds before the break are reprinted first.
SMILES,S100A4 MyoIIA,C2C12 statin,PglD inh,ERp5 block,DENV2 CPE rescue,E-selectin induc,SIRT5 inh
CC(=O)Nc1ccc(NC(=O)C(C)OC(=O)CNC(=O)c2cccs2)cc1 (centres undefined),-0.1,.,.,12.5,4.9,0.6,4.2
COC(=O)[C@@]12C[C@@H](CC(=O)NCCC(C)C)C(=O)N(Cc3ccccc3)C1=CCC(C)(C)C2,1.2,.,.,0.9,-4.2,-0.1,-9.8
c1ccc(C[C@H]2CN=C(Nc3ccccc3)N2CC2CCCCCC2)cc1,-1.0,-5.0,2.3,4.7,-3.4,0.9,.
O=C(c1ccccc1)N1C[C@H]2[C@@H](c3ccccc31)[C@@H](CO)N2C(=O)Nc1ccccc1Cl,3.3,15.6,2.7,-0.4,9.2,-0.3,3.8
N#Cc1cccc(N2[C@@H](Cc3cc4ccccc4n3Cc3ccccc3)COC[C@H]2Cc2ccc3ccccc3c2)c1,-4.7,-3.7,-2.8,2.0,7.7,0.0,-6.0
C[C@@H]1CN([C@@H](C)CO)C(=O)c2cc(/C=C/c3ccccc3)cnc2O[C@H]1CN(C)S(=O)(=O)c1cn(C)cn1,8.5,15.4,1.3,0.0,4.2,0.2,-9.7
C=CCC[C@H](Cc1ccc(F)cc1)C(=O)OC[C@@H](C)NC(=O)[C@@H](CC=C)CC(=O)N[C@@H](CO)Cc1ccccc1,-7.9,-11.9,1.7,-0.2,-11.6,0.0,-2.8
O=C(c1ccc(F)cc1)C1CCN(C(=O)c2ccccc2)CC1,-1.1,5.7,-6.3,-0.5,-2.1,0.0,-2.3
CCOc1[nH]n(-c2ccccc2)c(=O)c1C=NCC(=O)OC,-11.7,5.5,1.6,-0.8,2.6,.,0.9
C[C@@H]1CN([C@H](C)CO)C(=O)Cc2cc(NS(=O)(=O)c3ccc(F)cc3)ccc2O[C@H]1CN(C)Cc1ccc2c(c1)OCO2,3.9,?,17.8,-12.1,-13.1,0.2,6.8
O=C(OCC(=O)c1ccccc1Br)c1ccncc1,-0.9,-10.4,-5.2,1.8,1.3,-0.9,0.1
C[C@H](CO)N1C[C@H](C)[C@@H](CN(C)C(=O)c2ccc(F)cc2)Oc2cc(C3=CCCCC3)ccc2S1(=O)=O,2.4,-6.2,-1.6,1.9,9.3,-0.1,7.5
Cc1ccc(-c2nnn(CC(=O)N(CC3CCCO3)C(C(=O)NC3CCCC3)c3ccc(O)cc3)n2)o1 (centres undefined),9.1,.,.,1.1,-11.5,2.5,-2.9
CCCCCCCNC(=O)C1(CC2CC(c3cccc(Br)c3)=NO2)CCN(C(=O)c2cc(OCC)c(OCC)c(OCC)c2)CC1 (centres undefined),2.7,9.0,1.2,-0.5,-6.9,0.1,-4.7
CCc1cc2c(cc3c(=O)n(CC(=O)N4CCN(c5ccccn5)CC4)nc(CC)n32)s1,-21.3,5.6,1.7,2.9,11.9,.,0.7
CCOCCCNC(=S)N1CCCN(c2nc3cc(C)ccc3cc2C#N)CC1,1.2,.,.,-2.2,0.4,.,0.2
O=C(O)c1ccc2c(c1)CCC2,3.9,.,2.5,-2.8,-5.3,.,-4.2
CO[C@H]1CN(C)C(=O)c2cc(NS(=O)(=O)c3ccc(C)cc3)ccc2OC[C@@H](C)N(C)C[C@H]1C,3.0,-1.2,-1.6,-2.4,11.1,-0.1,-4.7
O=C(c1ccccc1F)N1CC(=O)N2[C@H](CO)[C@H](c3ccc(C#Cc4ccc(F)cc4)cc3)[C@H]2C1,11.7,.,.,6.9,-6.0,-0.5,1.4
CC(C)NC(=O)c1onc(CSc2ccc(F)c(F)c2)c1C(=O)O,1.5,11.8,0.2,1.6,0.3,0.0,-1.9
O=C(NCCN1CCN(c2ccccc2)CC1)c1ccccc1F,5.2,1.8,5.1,2.6,1.9,-0.1,-2.6
C[C@H](CO)N1C[C@H](C)[C@@H](CN(C)C(=O)Nc2ccc(F)cc2)Oc2ccc(NC(=O)Nc3ccc(C(F)(F)F)cc3)cc2CC1=O,-2.0,-28.3,0.8,-15.0,2.1,-0.4,1.3
CN(C)C(=O)C[C@H]1C=C[C@H](NC(=O)NC2CCCCC2)[C@H](CO)O1,1.0,0.6,-0.9,-5.9,-12.7,2.1,-0.9
O=C(C[C@@H]1C[C@@H]2c3cc(NC(=O)Nc4ccc(C(F)(F)F)cc4)ccc3O[C@@H]2[C@@H](CO)O1)NCc1ccc(Cl)cc1,5.2,7.3,1.7,1.7,4.6,2.9,1.7
O=C(Nc1c(C(=O)N2CCOCC2)cnn1-c1ccccc1)c1ccccc1F,3.7,6.4,-2.5,9.6,1.0,.,-5.8
Cc1cccc(C)c1OCc1cc(C(=O)N2CCC(C3CCCCC3)C2)no1 (centres undefined),-3.1,11.9,-2.8,4.7,-10.4,-0.1,-0.8
COc1ccc(C(=O)N2N=C3CC(C)(C)OCC3C2c2ccccc2)cc1 (centres undefined),1.3,.,-3.2,2.5,-1.3,-0.9,-1.7
O=C(Nc1ccccc1C(=O)NCc1cccnc1)c1ccccc1F,1.4,0.8,0.6,0.3,6.4,.,-1.3
COCCN(C(=O)COC(=O)C1CCCCC1)c1c(N)n(Cc2ccccc2)c(=O)[nH]c1=O,-7.1,7.5,-1.4,3.6,9.3,-0.2,.
O=C(C[C@@H]1CC[C@@H](NC(=O)C2CCC2)[C@H](CO)O1)NCCCN1CCOCC1,-0.5,-1.2,-0.7,-3.1,0.5,0.2,1.5
C[C@H](CO)N1C[C@H](C)[C@H](CN(C)S(=O)(=O)c2cn(C)cn2)Oc2ccc(NC(=O)Cc3cn(C)c4ccccc34)cc2CC1=O,-3.8,-13.0,-1.0,-1.6,-2.3,0.3,3.7
Cc1ccc(F)c(S(=O)(=O)NC(=O)C2(C)CCN2C(=O)Cc2ccccc2)c1 (centres undefined),-0.8,3.4,0.3,2.7,5.1,.,-2.8
C[C@@H]1CN([C@@H](C)CO)C(=O)c2cc(C#C[C@@H](C)O)cnc2O[C@@H]1CN(C)C(=O)CC1CC1,0.6,2.4,-1.3,2.6,3.7,3.1,0.2
COc1ccc(C(=O)OCC(=O)NCC2CCCO2)cc1[N+](=O)[O-] (centres undefined),6.6,.,.,-1.1,-3.5,.,0.5
COc1ccccc1NC(=O)N1CC(=O)N2[C@H](CO)[C@@H](c3ccc(-c4cccc(C)c4)cc3)[C@@H]2C1,-7.5,.,.,-2.7,-4.0,0.1,2.4
O=C(O)C(NC(=O)C1CCCN1C(=O)OCc1ccccc1)c1ccccc1 (centres undefined),1.5,15.3,-2.5,1.2,-10.1,-0.1,-1.5
N#C[C@H]1N[C@@H](CO)[C@@H]1c1ccccc1,-4.0,-25.3,1.0,-2.9,13.6,0.3,-0.1
CCC(C)(C)NS(=O)(=O)c1cc(CN2C(=O)c3cccnc3C2=O)ccc1OC,0.4,7.3,-4.7,1.7,5.5,0.1,0.2
CCOC(=O)C1CN(Cc2ccccc2)C(=O)C1=O (centres undefined),-5.2,3.3,-2.0,-1.4,7.3,-0.2,-3.2
C[C@@H]1CCCCO[C@H](CN(C)C(=O)c2ccccc2)[C@H](C)CN([C@@H](C)CO)C(=O)c2cc(NS(=O)(=O)c3cn(C)cn3)ccc2O1,-1.8,.,0.8,-2.7,0.2,0.4,-0.1
Cc1ccccc1OCc1nc2ccccc2c(=O)n1/N=C/c1c[nH]c2ccccc12,5.2,.,2.5,3.0,-12.6,.,-2.9
CC(C)N(C)Cc1nnnn1CC(=O)N(C)Cc1cccc(Cl)c1,-0.7,3.8,1.2,1.3,0.2,.,3.1
COc1ccc(S(=O)(=O)N(C(=O)c2ccncc2)c2ccc(OC(=O)c3ccncc3)cc2)cc1,-1.7,-2.1,-1.7,9.7,5.8,0.4,-3.9
Cc1ccc(-n2c(-c3cccc(C)c3)n[nH]c2=S)cc1,1.2,33.5,-0.3,-0.4,0.4,.,1.0
Clc1ccccc1Nc1nc(-c2ccncc2)nc2ccccc12,-3.9,-22.5,3.9,2.2,0.9,.,-1.3

# Screening results as filed in PubChem.

# Only part of the results is shown, so the mix of outcomes need not match the whole.
